BoNT F protease: BoNT/F light chain protease inhibitors, primary screen, biochemical, flow cytometry, MLPCN library | Botulinum neurotoxin type F light chain protease (Clostridium botulinum) | Multiplex microsphere protease cleavage assay | inhibition, % at 10 µM | 0.22% of 360,000 active; in the data active = inhibition above about 35%, passing the limit was not always enough; inconclusive = no clear call, values can overlap the other calls; also: plate controls were buffer without enzyme for full effect and enzyme alone for no effect
PriA SSB inh: inhibitors of Klebsiella pneumoniae PriA binding to SSB C-terminal tail, primary screen, biochemical, AlphaScreen. AlphaScreen SSBct-PriA binding, biotinylated peptide. PriA–SSB C-terminal tail interaction (Klebsiella pneumoniae). AID 1272365, 2023. 0.6% of 430,000 active. inhibition, % at 33 µM; in the data active = inhibition mostly above about 37%, no sharp cut-off; inactive = mostly below about 20%;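 also: plate controls were negative control peptide for no effect and reference peptide for full effect; strong numbers were not always called active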
VHR inh abs: VHR1 phosphatase inhibitors, primary screen, biochemical, absorbance, uHTS; recombinant VHR phosphatase, pNPP absorbance; inhibition, % at 13.3 µM; AID 1654, 2009; 0.52% of 290,000 active; in the data active = inhibition above about 50%; also: some compounds called inactive have numbers as strong as hits
MazF activator: activators of E. coli MazEF toxin-antitoxin RNase, primary screen, biochemical, fluorescence, uHTS; Endoribonuclease toxin MazF (Escherichia coli (strain K12)), P0AE70; AID 504720, 2011; 0.32% of 350,000 active; FAM/BHQ RNA-DNA oligo cleavage fluorescence, 5 h; activation, % at 20 µM; in the data active = activation above about 50%
Target sequence (P0AE70 whole entry, looked up): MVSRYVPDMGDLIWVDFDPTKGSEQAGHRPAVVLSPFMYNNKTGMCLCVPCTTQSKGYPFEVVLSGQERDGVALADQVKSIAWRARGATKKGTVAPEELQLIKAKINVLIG
PrPC TRFRET: inhibitors of human cell surface prion protein PrPC, primary screen, cell-based, TR-FRET; 0.43% of 370,000 active; inhibition, % at 13.8 µM; Major prion protein (Homo sapiens), P04156; AID 720596, 2013; TR-FRET read-out; in the data active = inhibition above about 24%; also: 0% = median of the test wells and 100% = reference compound wells
Rv3671c inh: Rv3671c serine protease inhibitors, primary screen, biochemical, fluorescence polarization, M. tuberculosis H37Rv; AID 2606, 2010; P9WHR9; 0.048% of 320,000 active; inhibition, % at 5.96 µM; in the data active = inhibition above about 38%;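 also: extracellular domain of Rv3671c used as enzyme; 0% = enzyme with DMSO and 100% = no enzyme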
Anthrax LF prot: Bacillus anthracis LF protease inhibitors, primary screen, biochemical, multiplex microsphere, MLPCN library; multiplex microsphere protease cleavage assay; inhibition, % at 10 µM; 0.12% of 360,000 active; also: plate controls were buffer without enzyme for full effect and enzyme alone for no effect
Target sequence (P15917 whole entry, looked up): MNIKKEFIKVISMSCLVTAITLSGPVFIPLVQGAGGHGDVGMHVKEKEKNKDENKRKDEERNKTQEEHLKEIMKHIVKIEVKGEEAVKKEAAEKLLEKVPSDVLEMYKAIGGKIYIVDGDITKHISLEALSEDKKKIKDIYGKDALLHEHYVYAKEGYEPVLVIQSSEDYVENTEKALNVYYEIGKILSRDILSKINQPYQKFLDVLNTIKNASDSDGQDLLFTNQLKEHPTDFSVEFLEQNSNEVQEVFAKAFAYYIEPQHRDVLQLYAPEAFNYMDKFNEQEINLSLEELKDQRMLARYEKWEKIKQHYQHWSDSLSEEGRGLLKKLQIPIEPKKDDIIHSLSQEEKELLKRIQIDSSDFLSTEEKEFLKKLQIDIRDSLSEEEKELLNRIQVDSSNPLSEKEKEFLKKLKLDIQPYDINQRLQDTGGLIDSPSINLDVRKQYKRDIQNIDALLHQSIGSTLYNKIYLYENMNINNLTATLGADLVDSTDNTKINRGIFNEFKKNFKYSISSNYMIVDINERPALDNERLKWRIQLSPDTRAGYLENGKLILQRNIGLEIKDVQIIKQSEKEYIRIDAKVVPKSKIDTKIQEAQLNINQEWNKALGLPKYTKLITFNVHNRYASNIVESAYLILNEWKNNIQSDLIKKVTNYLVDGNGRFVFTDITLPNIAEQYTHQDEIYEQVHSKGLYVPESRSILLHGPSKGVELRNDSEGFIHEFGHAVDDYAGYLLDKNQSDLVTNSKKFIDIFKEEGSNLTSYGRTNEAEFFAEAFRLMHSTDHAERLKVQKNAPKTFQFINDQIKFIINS
SARS 3CLpro inh: SARS-CoV 3CLpro protease inhibitors, primary screen, biochemical, quenched FRET; Replicase polyprotein 1ab (Severe acute respiratory syndrome coronavirus), P0C6X7; recombinant SARS-CoV 3CLpro, quenched FRET peptide cleavage; inhibition, % at 6 µM; 0.14% of 290,000 active; in the data active = inhibition above about 12%
CCHF vOTU inh: CCHFV vOTU protease inhibitors, primary screen, biochemical, Pep-AMC substrate, fluorescence; Crimean-Congo hemorrhagic fever virus L polyprotein viral ovarian tumor (vOTU) protease …; AID 651958, 2012; inhibition, % at 11.5 µM; 0.55% of 370,000 active; in the data active = inhibition above about 30%; also: 0% = vehicle wells with enzyme and 100% = no enzyme wells
BoNT A protease: BoNT/A light chain protease inhibitors, primary screen, biochemical, flow cytometry, MLPCN library; Botulinum neurotoxin type A light chain protease (Clostridium botulinum A str. ATCC 3502); multiplex microsphere protease substrate cleavage; inhibition, % at 10 µM; 0.17% of 360,000 active; also: plate controls were buffer without enzyme for full effect and enzyme alone for no effect
* hit, by the source's call; i = inactive; u = inconclusive; x = no result given; & = joins results of further samples. Rule as the data show it, unless noted: active = inhibition above about 30%; inconclusive = no clear call, values can overlap the other calls; inactive = below that.

item	Compound	BoNT F protease	PriA SSB inh	VHR inh abs	MazF activator	PrPC TRFRET	Rv3671c inh	Anthrax LF prot	SARS 3CLpro inh	CCHF vOTU inh	BoNT A protease
1	O=C(CSc1nc2ccccc2n1Cc1ccccc1)N/N=C/c1ccco1	-2	x	-4	2	6	-6	-4	-2	-7	0.1
2	COc1ccc(CN(C(=O)c2cccs2)C(C(=O)NC2CCCCC2)c2ccc3ncccc3c2)cc1 (centres undefined)	-8	-2	45	11	3	-4	0	6	-10	-1.2
3	COc1nc(-c2ccc(Cl)cc2)ccc1-c1noc(-c2cccs2)n1	1	-8	-3	-5	-8	-1	-16	-6	-7	0.5
4	N=c1c2c(n(Cc3ccc(Cl)cc3Cl)c3c1CCC3)CCCC2	6	-10	-8	17	x	0	-2	-1	x	0.5
5	CCOC(=O)C1(C)CCN1C(=O)c1cc2ccccc2s1 (centres undefined)	4	x	x	x	-3	x	-3	x	1	0.0
6	O=C(NCC(c1ccco1)N1CCCC1)c1cccc(NS(=O)(=O)c2ccc(Br)cc2)c1 (centres undefined)	-20	-2	x	-3	7	3	-3	x	-9	-4.6
7	CCCc1[nH]nc2c1C(c1cc(OC)cc(OC)c1)C(C#N)=C(N)O2 (centres undefined)	-7	-20	36	-4	11	-2	3	11	-4	-0.2
8	O=C(NCc1ccccc1)C(=O)NCC1OCCN1C(=O)c1ccc(Cl)cc1 (centres undefined)	-3	3	9	-5	-5	5	-3	-3	-16	-0.5
9	CCOc1cc(C(=O)N(C)Cc2cc3ccccc3[nH]c2=O)cc(OCC)c1OCC	-3	0	-1	-2	7	-3	-5	1	3	1.2
10	Cc1ccc(CN2CCN(Cc3ccco3)CC2)cc1	u	-4	4	15	-4	3	-14	-1	-3	-3.4
11	CC(C)CN1CCC(Oc2cccc(C(=O)NCCc3ccccc3)c2)CC1	-5	-7	21	3	-3	-6	1	-2	-7	-0.8
12	CN(Cc1cn(C)nc1-c1ccc(Oc2ccccc2)cc1)C1CCOC1 (centres undefined)	-10	-10	19	0	-4	0	5	2	-11	-0.5
13	Cc1cc(C)nc(Nc2ccccc2Br)n1	-9	-11	29	12	-3	1	-16	-7	1	-1.2
14	COc1ccc(CNC(=O)COC(=O)c2ccccc2C(=O)c2ccccc2)cc1	6	0	40	2	-1	-6	0	1	-5	0.8
15	O=C(Nc1cccs1)Nc1c(F)c(F)c(F)c(F)c1F	-12	4	-10	2	7	-11	-1	-5	-17	-1.9
16	CC(=O)n1cc([C@@H]2C=C(C(=O)Nc3ccccc3)O[C@H](OCCCCO)C2)c2ccccc21	-2	11	10	-7	-9	-3	9	2	-8	1.9
17	CCn1nnnc1SCC(=O)NCc1ccc2c(c1)OCO2	-4	9	-27	3	6	-4	-3	1	-1	0.0
18	COc1ccc2nc(SCC(=O)NCc3ccc(OC)c(OC)c3)[nH]c2c1	-10	-8	-7	9	-5	-8	-8	1	3	-3.0
19	CC(C)c1nnc(NC(=O)CSc2nnc(NC(=O)c3c(F)cccc3F)s2)s1	-2	-2	18	1	-3	0	-9	-6	8	-0.3
20	Cc1cccc(-c2nc(CS(=O)CC(=O)NCc3ccco3)c(C)o2)c1 (centres undefined)	1	1	18	7	-1	-10	-2	-3	1	0.1
21	COC(=O)c1ccc(NC(=O)COc2cccc(-n3cnnn3)c2)cc1	2	1	14	17	4	5	-1	1	-2	0.4
22	COC(=O)Cn1ccc(N(C)C)c(C#N)c1=O	-14	-6	30	2	8	-6	5	-6	-4	1.8
23	COc1ccccc1CNC(=O)COC(=O)[C@H](Cc1c[nH]c2ccccc12)NC(=O)c1cccs1	-2	20	-18	-7	-3	11	-2	5	-17	-0.8
24	Cc1ccc(SCC(=O)O/N=C(\N)c2ccc([N+](=O)[O-])cc2)cc1	3	i	18	-8	-24	1	-1	-2	9	3.1
25	CCOC(=O)N1CCN(C(c2ccnc3ccccc23)c2nnnn2-c2ccc3c(c2)OCCO3)CC1 (centres undefined)	1	x	x	x	3	x	2	x	-7	0.9
26	O=C(Nc1ccc(C(=O)N2CCCCC2)cc1)c1ccccc1Br	-1	6	1	3	-1	-3	1	4	10	-2.7
27	NC(=O)C1(Nc2ccccc2)CCCC1	1	-15	x	-10	4	x	3	x	0	-0.3
28	CC(=O)Nc1ccc2c(c1)OCCO2	3	-10	44	4	-1	-5	-2	0	8	0.0
29	COc1cccc(NC(=S)N/N=C2\CC(C)(C)Oc3ccc(O)cc32)c1	-12	x	25	15	-6	0	-3	4	-9	-0.9
30	CC(C)(C)c1[nH]nc2c1C(c1ccsc1)C(C#N)=C(N)O2 (centres undefined)	-2	-8	0	2	7	-12	2	-2	-3	-0.2
31	COC(=O)CNC(c1ccccc1)c1cc(Br)ccc1NC(=O)CCN1CCOCC1 (centres undefined)	2	-6	-35	-17	-3	-8	2	-4	0	0.1
32	Cc1ccc2c(C)nc(N/C(N)=N/S(=O)(=O)c3ccccc3)nc2c1	0	x	-2	-7	9	-9	3	4	-9	3.9
33	CCn1c(CN2CCN(Cc3ccc(C)cc3)C(CCO)C2)nc2ccccc21 (centres undefined)	-8	-15	0	5	-4	2	2	5	-8	-2.1
34	COc1ccc(CCN2CC(C(=O)Nc3cccc(C(C)=O)c3)CC2=O)cc1OC (centres undefined)	-6	-8	2	5	10	10	5	4	17	-0.9
35	COc1ccc(CN2CCC(=O)N([C@H](CO)CC(C)C)CC2)cc1	-5	-10	24	1	-2	12	-5	-1	7	0.4
36	O=C1CCc2cc(S(=O)(=O)N3CCC(C(=O)NC4CCCC4)CC3)ccc2N1	-17	-6	23	4	-1	-2	-10	-2	9	-1.6
37	COc1cc2c(cc1OC)CN(C(=O)c1ccc(OC)c(S(=O)(=O)N3CCCC3)c1)CC2	20	-8	x	-11	5	x	1	x	10	4.4
38	CC(C)OC(=O)CSc1nnc(-c2cnccn2)n1Cc1ccco1	3	-12	18	1	-7	-1	2	2	-1	0.0
39	Cc1cccn2c(=O)c(C=NCc3ccccc3)c(NCCO)nc12	0	4	18	1	-2	11	0	-2	-24	0.0
40	O=C(O)CCC(=O)N1N=C(c2ccc(Br)cc2)CC1c1cccc(Br)c1 (centres undefined)	16	9	40	1	0	-1	-4	8	-5	4.3
41	COC(=O)c1ccc(-n2c(C)ccc2-c2ccccc2)cc1	-10	-4	-8	-8	0	0	-4	2	-11	-1.0
42	COc1ccc(-c2cnc(C(O)c3ccc(C(C)(C)C)cc3)[nH]2)cc1 (centres undefined)	-13	x	x	x	-5	x	-5	x	-2	-0.3
43	O=C(CCNS(=O)(=O)c1ccccc1)NNC(=O)c1csc(N2CCOCC2)n1	7	-14	x	-5	-6	-8	0	x	14	-1.1
44	Cc1cc(=O)oc2c(C)cc(C(C)(C)C)cc12	-2	10	x	-23	4	x	-3	x	0	-0.5
45	COc1ccc(S(=O)(=O)N2CCOCC2)cc1C(=O)N(C)CCOc1ccc(Cl)cc1	6	-1	x	6	-3	-1	-1	x	15	2.5
46	COc1ccc(C(=O)OCC(=O)Nc2ccc(F)c(F)c2F)cc1OC	x	-9	20	18	10	-3	x	1	14	x
47	CC(C)CC(NC(=O)OC(C)(C)C)c1cn([C@@H](CCCCNC(=O)OC(C)(C)C)C(=O)N2CCN(C(=O)OC(C)(C)C)CC2)nn1 (some centres undefined)	1	-3	3	3	-1	-3	7	3	11	0.1
48	CCc1cc(C(=O)OC)c(N2C(=O)C3C4C=CC(C4)C3C2=O)s1 (centres undefined)	-3	1&-7	8	-5	6	-7	-1	-2	-7	-0.1
49	COC(=O)C1=C(c2ccccc2)C[C@@H]2CC[C@H]1N2C(=O)NCc1ccco1	5	-6	x	3	3	8	-3	x	-3	0.1
50	COCCN1CC(CNC(=O)c2cc(COc3ccccc3SC)on2)CC1=O (centres undefined)	-7	-6	10	4	2	-1	5	6	-5	-1.7

Taken from above.
VHR inh abs result of Cc1ccc2c(C)nc(N/C(N)=N/S(=O)(=O)c3ccccc3)nc2c1 reads -2
SARS 3CLpro inh result of COc1ccc(CN2CCC(=O)N([C@H](CO)CC(C)C)CC2)cc1 reads -1

Other entries
Order of results: BoNT F protease, PriA SSB inh, VHR inh abs, MazF activator, PrPC TRFRET, Rv3671c inh, Anthrax LF prot, SARS 3CLpro inh, CCHF vOTU inh, BoNT A protease
51	CCCn1c(SCC(=O)Nc2ccc3c(c2)OCCO3)n[nH]c1=O
→ u, -10, x, 9, 2, x, u, x, -2, u
52	Cc1cc(Oc2ccc(N)cn2)cc(C)c1Cl
→ x, 8, 5, 3, -7, 6, x, -2, 4, x
53	O=C1NC(=O)C(C/C=C/c2ccccc2)C(=O)N1
→ -3, -9, -6, -2, -2, -13, -1, -2, 5, 0.1
54	COc1ccccc1N(CC(=O)N1CCCCC1)S(=O)(=O)c1ccccc1
→ 0, -2, 24, 10, -2, -4, -1, -3, 2, 0.2
55	CCOc1ccc(C2c3c(oc4ccccc4c3=O)C(=O)N2c2ccc(C)cn2)cc1OC (centres undefined)
→ -2, -8, 15, 0, 3, 0, -6, 2, 7, -0.4

Entries listed so far that have an NH in an aromatic ring, in the order listed:
Order of results: BoNT F protease, PriA SSB inh, VHR inh abs, MazF activator, PrPC TRFRET, Rv3671c inh, Anthrax LF prot, SARS 3CLpro inh, CCHF vOTU inh, BoNT A protease
7	CCCc1[nH]nc2c1C(c1cc(OC)cc(OC)c1)C(C#N)=C(N)O2 (centres undefined)
→ -7, -20, 36, -4, 11, -2, 3, 11, -4, -0.2
9	CCOc1cc(C(=O)N(C)Cc2cc3ccccc3[nH]c2=O)cc(OCC)c1OCC
→ -3, 0, -1, -2, 7, -3, -5, 1, 3, 1.2
18	COc1ccc2nc(SCC(=O)NCc3ccc(OC)c(OC)c3)[nH]c2c1
→ -10, -8, -7, 9, -5, -8, -8, 1, 3, -3.0
23	COc1ccccc1CNC(=O)COC(=O)[C@H](Cc1c[nH]c2ccccc12)NC(=O)c1cccs1
→ -2, 20, -18, -7, -3, 11, -2, 5, -17, -0.8
30	CC(C)(C)c1[nH]nc2c1C(c1ccsc1)C(C#N)=C(N)O2 (centres undefined)
→ -2, -8, 0, 2, 7, -12, 2, -2, -3, -0.2
42	COc1ccc(-c2cnc(C(O)c3ccc(C(C)(C)C)cc3)[nH]2)cc1 (centres undefined)
→ -13, x, x, x, -5, x, -5, x, -2, -0.3
51	CCCn1c(SCC(=O)Nc2ccc3c(c2)OCCO3)n[nH]c1=O
→ u, -10, x, 9, 2, x, u, x, -2, u

Source: PubChem (several laboratories)

Only part of the results is shown; count on the stated rates, not on these rows.
